High-throughput results: PubChem, several laboratories
TNAP activation fold: human TNAP enzyme activators, primary screen, biochemical, luminescent, no phosphate acceptor, uHTS (AID 1001) | activation fold at 20 µM; hits with a dose series show EC50 in µM | hit rate 0.03% among 200,000 | purified TNAP, luminescent activation assay, no phosphate acceptor; higher activation fold means a stronger effect; in the data active means activation fold from about 3, or a potency from the dose series; inactive means the rest, 99 in 100 with activation fold below about 1.6; further: many of its hits are not listed in these tables
RSV antiviral HEp-2: inhibition of RSV-induced cytopathic effect – HEp-2 cells, primary 10 µM value included (AID 2391); HEp-2 cells, RSV-induced CPE inhibition; higher % means a stronger effect; CPE inhibition, % at 10 µM, or IC50 in µM where a hit was titrated; hit rate 0.13% among 310,000; in the data active means a potency from the dose series; inconclusive means CPE inhibition mostly from about 23% at the one dose, without a potency; inactive means the rest, 99 in 100 with CPE inhibition below about 21%; further: strong numbers were not always called active
K1F lysis inhibition: protection from phage-mediated lysis, alamar blue read-out – E. coli UTI89, K1F phage, bacterial capsule biogenesis inhibitors (AID 488966) | E. coli UTI89 K1F phage lysis, alamar blue, 2 h; higher % means a stronger effect | hit rate 0.02% among 340,000 | inhibition, % at 100 µM; hits with a dose series show IC50 in µM;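 active means phage lysis inhibition, versus mean bacterial control, above a set limit; inconclusive means no clear call, values can overlap the other calls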;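 further: capsule biogenesis inhibitors block K1F phage lysis so surviving cells raise fluorescence; higher fluorescence means more inhibition of phage lysis; actives were called in the ten point dose series up to 300 µM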
NTR1 agonist: agonists of NTR1, primary screen, imaging, U2OS cells, beta-arrestin-GFP, high content (AID 493036); NTR1-U2OS beta-arrestin-GFP spot imaging, agonist mode; hit rate 0.17% among 330,000; activation, % at 20 µM; P30989;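 active means activation at or above 40% of the spot to cytoplasm intensity ratio, with at least 20 cells analyzed; inconclusive means wells under 20 cells, flagged as cytotoxic or low count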;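 further: 0% = DMSO without peptide and 100% = 100 nM NTR1 peptide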
Target sequence (P30989 whole entry, looked up): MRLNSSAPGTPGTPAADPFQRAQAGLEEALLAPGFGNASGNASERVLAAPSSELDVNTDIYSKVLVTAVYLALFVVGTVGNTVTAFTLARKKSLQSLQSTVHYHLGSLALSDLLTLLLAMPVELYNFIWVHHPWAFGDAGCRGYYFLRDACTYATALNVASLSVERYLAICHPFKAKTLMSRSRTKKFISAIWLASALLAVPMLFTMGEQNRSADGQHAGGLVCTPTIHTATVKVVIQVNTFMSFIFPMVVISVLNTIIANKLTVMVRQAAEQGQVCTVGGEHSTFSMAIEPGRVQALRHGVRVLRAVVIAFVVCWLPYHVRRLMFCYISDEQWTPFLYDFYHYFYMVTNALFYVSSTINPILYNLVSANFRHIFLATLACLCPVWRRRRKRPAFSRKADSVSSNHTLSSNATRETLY
PhoP inhibition: PhoP-dependent GFP reporter repression – Salmonella Typhimurium, primary screen (AID 1863); S. Typhimurium PhoP-regulated promoter GFP reporter, 4 h; higher % means a stronger effect; inhibition, % at 50 µM; hits with a dose series show IC50 in µM; hit rate 0.16% among 300,000;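 active means inhibition over 29.93%, a cutoff 3 SD above the screen mean, later confirmed by dose response; inconclusive means inhibition over 29.93% but no dose response follow-up; inactive means inhibition at most 29.93% or unconfirmed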;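 further: 0% = low Mg2+ inducing control and 100% = high Mg2+ repressing control; strong numbers were not always called active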
MgcRacGAP inhibition: MgcRacGAP GTPase-activating activity inhibitors, confirmation, biochemical, ADP Hunter fluorescence; MgcRacGAP-stimulated Rac1 GTP hydrolysis, ADP Hunter fluorescence; higher % means a stronger effect; GST-tagged Rac1 F28L mutant substrate; hit rate 0.6% among 340,000; AID 624330; inhibition, % at 30 µM; hits with a dose series show IC50 in µM;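 active means first-screen hits whose inhibition reached a set limit at any dose in the follow-up dose series; inconclusive means inhibition above the set first-screen limit but never retested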;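 further: fluorescence reports GDP produced by GAP-driven GTP hydrolysis; strong numbers were not always called active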
SV40 large T antigen: TAg ATPase/helicase activity blockers – biochemical (AID 1903); inhibition, % at 20 µM, or IC50 in µM where a hit was titrated; SV40 large T antigen ATPase/helicase inhibition assay; higher % means a stronger effect; hit rate 0.39% among 310,000; in the data active means a potency from the dose series; inconclusive means inhibition mostly from about 32% at the one dose, without a potency; inactive means the rest, 99 in 100 with inhibition below about 32%; further: strong numbers were not always called active
Myeloid diff MLP: myeloid differentiation induction; AID 624256; calls only at 10 µM; ER-HoxA9 myeloid progenitors, lysozyme-GFP differentiation, flow cytometry; hit rate 1% among 360,000;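 active means normalized GFP-positive differentiation at or above the plate's own cutoff, the solvent-only control mean plus 3 SD; inconclusive means no clear call, values can overlap the other calls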;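 further: cells exposed to compound for four days before flow analysis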
T cell modulator: modulates CD8 T cell binding to vesicles; 2C CD8+ T cell-vesicle binding, flow cytometry; hits give low values; calls only at 7 µM; hit rate 0.068% among 330,000; AID 2052;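 active means response, share of CD8 T cells binding vesicles, and their 90th percentile fluorescence all below set limits, cut at about 80% in these data, passing the limit was not always enough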
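Read-out – percent CD8+ FL2 mean versus row control · System – murine 2C transgenic CD8+ T lymphocytes · Times – 1.5 h cell–vesicle binding at 37 °C, then 20 min icy labelling · Control set – naked vesicles low, QL9 vesicles with vehicle high · Detection – cytometric PE anti-B7-1 and Alexa647 anti-CD8 signals after 1% paraformaldehyde fixation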
T cell modulator vesicle-bound %: further read-out of T cell modulator, marked with its call; double positive events, %; measured here: CD8+ vesicle-bound cell fraction;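 binding gate set so that unloaded-vesicle control wells show 10% double positive cells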
NTR1 agonist cell count 20 µM: recorded beside NTR1 agonist, whose call it bears; cell count; measured here: cell count, cytotoxicity flag
Myeloid diff MLP GFP+ MAC1+ %: also measured in Myeloid diff MLP; calls as there; GFP+ MAC1+ double positive, %; measured here: differentiation confirmed by MAC1 staining
The depositor's hits bear a star; i = inactive; ? = inconclusive; / = not tested or not shown; + = active, no number; [ ] = dose if it differs, or a comment.

molecule,TNAP activation fold,RSV antiviral HEp-2,K1F lysis inhibition,NTR1 agonist,NTR1 agonist cell count 20 µM,PhoP inhibition,MgcRacGAP inhibition,SV40 large T antigen,Myeloid diff MLP,Myeloid diff MLP GFP+ MAC1+ %,T cell modulator,T cell modulator vesicle-bound %
CCCCN1C[C@H](C)[C@@H](CC(=O)NCc2ccccc2)C1=O,/,0.3%,1.1%,-4.0,50,5%,3%,15%,i,2.0,i,38
COc1ccc(-c2cc(C(=O)N3CCCC3)no2)cc1OC,/,2.3%,2.0%,-0.2,43,-7%,2%,7%,i,0.4,i,47
O=C(COC(=O)c1cc(NS(=O)(=O)c2cccs2)ccc1O)Nc1ccc(F)c(F)c1F,1.2,2.7%,0.3%,1.4,46,-1%,3%,12%,i,1.4,i,31
CC(C)=CC(=O)OCC(=O)Nc1cc([N+](=O)[O-])ccc1F,1.1,0.5%,1.5%,-1.3,48,8%,4%,1%,i,0.3,i,34
O=C(/C=C/Nc1ccc(OC(F)(F)F)cc1)C(F)(F)F,1.1,1.0%,0.5%,-0.9,60,4%,5%,5%,i,0.9,i,26
O=Cc1c(-c2ccccc2)cc2oc3ccccc3cc1-2,/,1.1%,0.2%,6.2,77,0%,3%,4%,i,8.5,i,61
CC(=O)Nc1ccc(C)c([N+](=O)[O-])c1,1,0.6%,-0.7%,0.0,48,3%,6%,4%,i,0.2,i,53
CCOC(=O)c1c(NC(=O)CSc2nnc(CNc3ccc(C)cc3C)o2)sc(C)c1C,0.9,2.2%,-0.6%,3.6,45,0%,14%,9%,i,0.8,i,11
CC(C)n1c(SCC(N)=O)nc2c1c(=O)[nH]c(=O)n2C,1.2,/,0.7%,/,/,1%,0%,3%,i,0.8,/,/
Clc1ccc(Sc2cc(N3CCOCC3)nc(-c3ccccc3)n2)cc1,1,5.2%,0.3%,8.0,35,1%,13%,2%,i,0.5,i,30
Cc1nccc(-c2ccc3c(c2)OCO3)n1,1.1,5.2%,0.6%,2.3,63,0%,6%,0%,i,0.5,i,22
FC(F)(F)c1cc(-c2ccco2)nc(NCc2cccnc2)n1,1,2.3%,-0.3%,-0.2,83,4%,7%,3%,i,1.1,i,38
COc1ccc(S(N)(=O)=O)cc1-c1nnc2c3ccccc3c(C)nn12,/,6.6%,1.3%,1.0,67,-4%,13%,-1%,i,0.2,i,56
CCN(CC)C(=O)CP(=O)(c1ccccc1)c1ccccc1,1.1,0.3%,0.6%,-0.6,56,31%,6%,-14%,i,0.2,i,61
Clc1ccc(SCc2cn3ccsc3n2)cc1,1,0.4%,3.3%,-0.6,45,1%,6%,-4%,i,0.5,i,22
CC(C)NC(=O)CN1CCN(C(=O)c2ccc3oc(CCCc4ccccc4)nc3c2)CC1,/,2.9%,0.1%,0.0,72,6%,-1%,-4%,i,1.0,i,18
Cc1cc(O)ccc1Nc1nc(-c2sc(N)nc2C)cs1,0.9,5.0%,-2.9%,-0.5,72,21%,?,23%,i,8.3,i,7
CN(C(=O)c1cc2sccc2n1C)C1CCCCC1,1,1.7%,6.3%,-0.7,45,8%,-7%,-8%,+,14*,i,23
O=C(NCCc1ccccc1)C1CCCN1C(=O)Nc1ccccc1 (centres undefined),/,1.0%,0.0%,2.4,46,10%,-1%,1%,i,0.3,i,61
COc1cc(NC(=O)COC(=O)c2ccc3ccccc3n2)cc(OC)c1,/,/,1.6%[50 µM],-1.3,61,/,1%,/,i,0.8,/,/
CC(=O)Nc1ccc(S(=O)(=O)N2CCC(C(=O)O)(c3ccccc3)CC2)cc1,/,1.9%,3.5%,0.4,64,4%,10%,5%,i,0.3,i,48
O=C(NCc1ccccc1C(F)(F)F)C1CCC(=O)N(C2CCCCCC2)C1 (centres undefined),/,0.3%,-0.1%,-0.3,45,4%,12%,10%,i,8.3,i,74
Cn1c(=O)c2c(nc(SCC(=O)c3ccccc3F)n2C)n(C)c1=O,1.1,0.7%,/,0.2,32,6%,/,1%,/,/,i,64
COc1ccccc1CNC(=O)C(=O)NCC1OCCN1C(=O)c1ccc(Cl)cc1 (centres undefined),/,2.8%,0.2%,-0.3,56,-3%,8%,11%,i,0.6,i,8

Four of the entries above in order of their number in PhoP inhibition, high to low.
molecule | PhoP inhibition
Cc1cc(O)ccc1Nc1nc(-c2sc(N)nc2C)cs1 | 21%
O=C(NCCc1ccccc1)C1CCCN1C(=O)Nc1ccccc1 (centres undefined) | 10%
Cn1c(=O)c2c(nc(SCC(=O)c3ccccc3F)n2C)n(C)c1=O | 6%
Clc1ccc(SCc2cn3ccsc3n2)cc1 | 1%

Additional structures follow:
molecule,TNAP activation fold,RSV antiviral HEp-2,K1F lysis inhibition,NTR1 agonist,NTR1 agonist cell count 20 µM,PhoP inhibition,MgcRacGAP inhibition,SV40 large T antigen,Myeloid diff MLP,Myeloid diff MLP GFP+ MAC1+ %,T cell modulator,T cell modulator vesicle-bound %
CCOc1ccc(S(=O)(=O)NCc2ccco2)cc1,1,0.7%,-0.8%,-3.1,60,-6%,10%,12%,i,1.0,i,48
COc1ccc(C(=O)Nc2sc(C)c(C)c2CN2CC(C)OC(C)C2)cc1 (centres undefined),1.2,0.1%,1.1%[50 µM],5.6,61,-2%,9%,23%,i,0.4,i,4
CN1CCN(c2ccccc2NC(=O)c2ccc([N+](=O)[O-])cc2Cl)CC1,1,-2.0%,0.2%,-2.0,63,1%,10%,5%,i,0.3,i,38
CCCc1cc(=O)oc2c(C)c(OCC(=O)NCCCN3CCOCC3)ccc12,/,-1.0%,-0.6%,-0.5,62,3%,-1%,11%,i,1.1,i,54
CC(C)C(c1nnnn1Cc1ccc(F)cc1)N1CCN(C(=O)c2ccco2)CC1 (centres undefined),1.1,0.0%,-0.3%,-0.3,56,-6%,-7%,14%,i,0.2,i,39
O=S(=O)(c1ccc(F)cc1)N1CCN(C(=S)NCC2CCCO2)CC1 (centres undefined),/,0.4%,1.2%[50 µM],0.7,90,-6%,4%,5%,i,1.0,i,30
Cc1cc(NC(=O)COC(=O)C2CC2)ccc1Br,/,2.9%,0.9%[50 µM],0.0,48,/,5%,/,i,1.1,i,38
C/C(=C\C(=O)c1ccccc1)NCc1ccc(F)cc1,1.1,4.2%,0.6%,-0.6,47,7%,3%,-1%,i,1.0,i,43
CCOC(=O)C1CCCCN1Cc1cc(Cl)ccc1O (centres undefined),1.1,-0.5%,6.5%,1.5,75,-6%,1%,6%,i,5.5,i,14
CC(C)C(=O)NNC(=O)CSc1nc(C2CCCCC2)nc2ccccc12,1.8,0.8%,-0.2%,-0.3,97,17%,1%,16%,i,0.0,i,49
O=S(=O)(CCN1CCSCC1)c1ccccc1,/,1.4%,0.2%,-0.3,58,-4%,4%,5%,i,0.4,i,58
O=C(/C=C/c1ccccc1Cl)Nc1cccc(O)c1,1.1,3.1%,-0.1%,-0.3,88,7%,-2%,-16%,i,0.3,i,43

Some of the entries so far, with two lines to a compound.
Results follow in this order: TNAP activation fold, RSV antiviral HEp-2, K1F lysis inhibition, NTR1 agonist, NTR1 agonist cell count 20 µM, PhoP inhibition, MgcRacGAP inhibition, SV40 large T antigen, Myeloid diff MLP, Myeloid diff MLP GFP+ MAC1+ %, T cell modulator, T cell modulator vesicle-bound %
O=C(/C=C/c1ccccc1Cl)Nc1cccc(O)c1
→ 1.1, 3.1%, -0.1%, -0.3, 88, 7%, -2%, -16%, i, 0.3, i, 43
CCOC(=O)C1CCCCN1Cc1cc(Cl)ccc1O (centres undefined)
→ 1.1, -0.5%, 6.5%, 1.5, 75, -6%, 1%, 6%, i, 5.5, i, 14

Next section.
molecule,TNAP activation fold,RSV antiviral HEp-2,K1F lysis inhibition,NTR1 agonist,NTR1 agonist cell count 20 µM,PhoP inhibition,MgcRacGAP inhibition,SV40 large T antigen,Myeloid diff MLP,Myeloid diff MLP GFP+ MAC1+ %,T cell modulator,T cell modulator vesicle-bound %
CC(=O)Nc1ccc(C(=O)NCCc2ccccc2)cc1,1.1,1.8%,3.7%,0.0,60,5%,12%,-8%,i,0.9,i,35
CCOc1cc(/C=N/NC(=O)CNc2ccc(C)cc2)ccc1OC(=O)c1ccccc1,1.1,0.1%,1.5%,1.5,35,0%,2%,20%,i,1.7,i,34
Cc1onc(-c2ccccc2Cl)c1C(=O)O/N=C(\N)c1ccccc1,/,17%,1.3%[50 µM],2.1,67,-1%,12%,22%,i,1.3,i,7
C[C@H]1CCC(=O)N([C@H](CSc2ccccc2)Cc2ccccc2)CC1,/,-3.1%,-0.1%,3.6,105,-7%,9%,0%,i,0.7,i,25
O=C(NNc1nc(-c2ccc(Br)cc2)cs1)c1ccco1,2.5,-2.7%,-0.3%,0.9,33,-1%,3%,20%,i,0.9,i,25
CCOC(=O)c1ccccc1NC(=O)c1ccc2c(SCC(=O)O)c3c(nc2c1)CCCC3,/,?,-0.5%,1.9,70,-3%,5%,31%,i,4.0,i,2
Cc1c(NC(=O)CSc2ncnc3c2cnn3-c2ccccc2)c(=O)n(-c2ccccc2)n1C,/,0.6%,0.8%[50 µM],2.7,66,-4%,-1%,22%,i,1.1,i,43
O=[N+]([O-])c1ccc(OCC(O)CN2CCN(c3ccccc3F)CC2)cc1 (centres undefined),1.1,0.9%,1.4%,-0.5,45,21%,7%,6%,i,0.4,i,44
